Source: PubChem BioAssay (National Center for Advancing Translational Sciences (NCATS))
VP16 counter: VP16 counterscreen qHTS for inhibitors of ROR gamma transcriptional activity; Drosophila S2 Gal4-VP16 UAS-luciferase, luminescence, 20 h; actives 3.5% (n = 310,000); Potency, µM (highest dose often 53.6 µM), for the others: top-dose activity, negative = inhibition, most hits filed as inhibitors;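 also: Gal4-VP16 expression switched on by copper sulfate through the metallothionein promoter; potency is read from the fitted curve at half-maximal effect; % is scaled to controls: 0 for no effect and ±100 for the full control effect; nearly all actives have a fitted effect of over 50% in size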
Tb PFK block: qHTS Assay to Find Inhibitors of T. brucei phosphofructokinase | Potency, µM (titrated, usually from 57.5 µM), for inactives: top-dose activity, negative = inhibition, most hits filed as inhibitors | T. brucei PFK, ADP-Glo luminescence | AID 485367, 2010 | actives 0.17% (n = 330,000);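 also: potency is read from the fitted curve at half-maximal effect; 0% = uninhibited 1x PFK enzyme wells and -100% = no-enzyme wells; nearly all actives have a fitted effect of over 60% in size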
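Activity is normalized to no-enzyme wells (full inhibition) and 1.25 nM enzyme wells (no inhibition). Reaction: 0.5 mM F6P, 0.1 mM ATP, 45 min RT, ADP-Glo luminescence; concentration-response curves fitted and classed by quality.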
BRCA1 expr act: qHTS Assay to Identify Small Molecule Activators of BRCA1 Expression | MCF7-BRCA1-FFLuc reporter, luminescence, 48 h; response scale: scaled: vehicle 0%, 10 µM genistein 100% | actives 1.1% (n = 380,000) | Potency, µM (highest dose often 46.1 µM), for inactives: at the highest dose activation, usual class: activators | AID 624202, 2012; also: potency is read from the fitted curve at half-maximal effect; nearly all actives have a fitted effect of over 80% in size; some results filed as inactive show a strong effect at the top dose
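Quantitative HTS in MCF7 cells stably reporting BRCA1 expression via firefly luciferase. Compound treatment lasts 48 h at 37 °C in phenol-red free MEM. Activation is expressed relative to genistein at 10 microM and DMSO.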
NPC1 prom act: qHTS Assay for NPC1 Promoter Activators. AID 485313, 2010. Potency, µM (top dose mostly 9.22 µM), for inactives: top-dose activation, actives largely listed as activators. Huh7 NPC1 promoter luciferase reporter, 24 h. actives 2.4% (n = 320,000);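 also: potency is read from the fitted curve at half-maximal effect; % of control where 0% means no effect; nearly all actives have a fitted effect of over 60% in size; reporter is driven by a mutant NPC1 promoter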
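Luciferase expression driven by the NPC1 promoter was measured in stably transfected Huh7 cells after a 24 h compound incubation, using a luciferase reagent and a luminescence read.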
p53 reactivator: qHTS assay for re-activators of p53 using a Luc reporter; H1299 p53-A138V BP100-luciferase reporter, luminescence, 24 h; Potency, µM (titrated, usually from 92.2 µM), without a hit: at the highest dose activity change, positive = activation, hits mostly activators; actives 0.063% (n = 320,000); also: potency is read from the fitted curve at half-maximal effect; % of control where 0% means no effect; nearly all actives have a fitted effect of over 45% in size
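p53-null H1299 cells stably carrying temperature-sensitive p53-A138V and a BP100-luciferase reporter were pinned with compounds (4-point, 1:5 series) and held 24 hrs at 37 deg C. Luminescence was read 10 min after detection reagent.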
Rab9 promoter act: qHTS Assay for Rab9 Promoter Activators; AID 485297, 2010; Huh7 Rab9 promoter-luciferase reporter, luminescence, 24 h; actives 2.8% (n = 320,000); Potency, µM (titrated, usually from 9.22 µM), for the others: at the highest dose activation, negative = inhibition, usual class: activators; also: potency is read from the fitted curve at half-maximal effect; % of control where 0% means no effect; nearly all actives have a fitted effect of over 60% in size
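Luciferase signal after 10 min detection reagent at ambient indicates Rab9 promoter upregulation; stably transfected Huh7 cells were treated 24 h with compound in DMSO at 37 °C, 5% CO2.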
ELG1 repair inh: qHTS screen for small molecules that inhibit ELG1-dependent DNA repair in human embryonic kidney (HEK293T) cells expressing luciferase-tagged ELG1. HEK293T ELG1-luciferase reporter, luminescence, 16 h; DNA damage induced by 5-fluorouridine. Potency, µM (titrated, usually from 46.1 µM), for the others: at the highest dose activity change, negative = inhibition, most hits filed as inhibitors. actives 2.3% (n = 330,000); also: potency is read from the fitted curve at half-maximal effect; % is scaled to controls: 0 for no effect and ±100 for the full control effect; nearly all actives have a fitted effect of over 55% in size
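Reporter activity after DNA damage by 5-fluorouridine is monitored. Compound-treated cells incubate 16 hr at 37 °C, then ONE-Glo is added for 30 min before luminescence reading.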
FLuc counter: qHTS profiling assay for firefly luciferase inhibitor/activator using purifed enzyme and Km concentrations of substrates (counterscreen for miR-21 project); Potency, µM (doses to about 57.5 µM), for inactives: at the highest dose activity change, negative = inhibition, usual class: inhibitors; purified FLuc, Km substrates, luminescence inhibition; actives 6.9% (n = 360,000); Luciferin 4-monooxygenase (Photinus pyralis), P08659;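 also: potency is read from the fitted curve at half-maximal effect; plate controls were vehicle for no effect and reference inhibitor for full effect; nearly all actives have a fitted effect of over 55% in size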
Target sequence (P08659 whole entry, looked up): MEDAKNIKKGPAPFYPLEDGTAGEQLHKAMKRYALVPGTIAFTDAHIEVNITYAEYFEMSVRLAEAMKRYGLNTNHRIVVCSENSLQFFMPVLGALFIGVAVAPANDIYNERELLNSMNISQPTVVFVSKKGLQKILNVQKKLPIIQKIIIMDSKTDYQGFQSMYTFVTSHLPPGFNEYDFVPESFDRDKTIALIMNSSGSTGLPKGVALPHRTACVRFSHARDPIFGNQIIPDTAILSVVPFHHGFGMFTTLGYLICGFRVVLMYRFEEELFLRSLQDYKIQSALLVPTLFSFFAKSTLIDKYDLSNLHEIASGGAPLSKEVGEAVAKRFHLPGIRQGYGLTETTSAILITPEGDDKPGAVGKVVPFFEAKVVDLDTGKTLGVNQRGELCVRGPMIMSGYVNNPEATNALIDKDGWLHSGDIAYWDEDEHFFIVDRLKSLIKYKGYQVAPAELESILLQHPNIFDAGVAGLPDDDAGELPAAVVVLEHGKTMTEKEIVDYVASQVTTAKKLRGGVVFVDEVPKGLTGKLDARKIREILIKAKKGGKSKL
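Purified P. pyralis luciferase, 10 nM final, with Km-level 10 uM D-luciferin and 10 uM ATP in 50 mM Tris acetate pH 7.5, 10 mM Mg acetate, 0.01% Tween-20, 0.05% BSA; 6-point qHTS titration about 60 µM downward; luminescence read.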
TRPV1 ag: HTS Assay for Compounds that Act as Agonists of the Vanilloid Receptor 1 | actives 0.19% (n = 320,000) | TRPV1-expressing cells, Fluo-8 calcium influx, agonist mode | Transient receptor potential cation channel subfamily V member 1 (Homo sapiens), Q8NER1 | AID 540275, 2011 | activation, % at 8.33 µM; in the data active = activation above about 80%; inconclusive = between about 30% and that limit; also: 0% is about no effect
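Cells expressing TRPV1 were dye-loaded with Fluo-8 and read kinetically: 10 s baseline, 3 min after compound (agonist portion), then 2 min after EC20 capsaicin (allosteric enhancer portion). Calcium-bound dye fluorescence at 480/520 nm.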
RORg inh: qHTS for inhibitors of ROR gamma transcriptional activity | Nuclear receptor ROR-gamma (Mus musculus), P51450 | Drosophila S2 Gal4-RORgamma UAS-luciferase reporter, 20 h | Potency, µM (highest dose often 53.6 µM), for inactives: at the top dose activity change, negative = inhibition, most hits filed as inhibitors | actives 5.4% (n = 310,000) | AID 2551, 2010; also: potency is read from the fitted curve at half-maximal effect; % is scaled to controls: 0 for no effect and ±100 for the full control effect; nearly all actives have a fitted effect of over 60% in size
Target sequence (P51450 whole entry, looked up, the tested form may be a part): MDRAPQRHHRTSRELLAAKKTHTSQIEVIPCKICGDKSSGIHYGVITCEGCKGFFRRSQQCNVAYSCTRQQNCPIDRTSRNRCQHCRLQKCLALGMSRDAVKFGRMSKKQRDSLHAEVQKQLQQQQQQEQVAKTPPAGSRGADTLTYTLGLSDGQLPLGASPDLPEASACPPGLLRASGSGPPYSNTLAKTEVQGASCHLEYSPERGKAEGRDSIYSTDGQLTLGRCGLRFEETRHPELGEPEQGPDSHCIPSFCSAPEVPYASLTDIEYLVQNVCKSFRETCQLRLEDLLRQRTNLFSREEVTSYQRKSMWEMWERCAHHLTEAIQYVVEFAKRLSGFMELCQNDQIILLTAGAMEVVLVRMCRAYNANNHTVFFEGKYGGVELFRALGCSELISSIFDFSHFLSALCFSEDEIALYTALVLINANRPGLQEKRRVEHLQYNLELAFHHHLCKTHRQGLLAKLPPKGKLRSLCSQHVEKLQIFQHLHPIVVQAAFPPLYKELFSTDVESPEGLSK
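Using a luciferase readout, inhibitors were identified by reduced reporter activity in Drosophila cells coexpressing a copper-inducible Gal4–ROR gamma fusion and UAS-driven Photinus luciferase, incubated 20 hr after 700 uM copper sulfate.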
ELG1 genotox: qHTS screen for small molecules that induce genotoxicity in human embryonic kidney (HEK293T) cells expressing luciferase-tagged ELG1 | HEK293T ELG1-luciferase reporter, luminescence, 16 h | Potency, µM (titrated, usually from 46 µM), inactives show at the highest dose activity change, positive = activation, most hits filed as activators | actives 1.3% (n = 330,000); also: potency is read from the fitted curve at half-maximal effect; % of control where 0% means no effect; nearly all actives have a fitted effect of over 60% in size
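DMSO vehicle served as control against compound-treated ELG1-luciferase HEK293T cells; exposure lasted 16 hr at 37 °C and 5% CO2, followed by ONE-Glo luminescence detection after 30 min.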
Active calls of the source: *; ? = inconclusive; . = not tested or not shown; & = joins results of further samples. Unless noted, calls follow the shape of the dose curve; as a rule, active = well fitted curve in the direction sought with a large enough effect; inconclusive = small, poorly fitted or top-dose-only effect, or another doubt; inactive = no such curve, though single readings can be large; an effect the other way counts as inactive or inconclusive. Compounds were not picked by outcome; about 15% have a hit in one of these screens.

1	CCCCOC(=O)c1ccc(NC(=O)CSc2nnnn2C)cc1
2	O=C(COC(=O)c1n[nH]c2ccccc12)NC(=O)NCc1ccco1
3	Clc1ccc(-c2cn(-c3ccc(Cl)cc3)c3[n+]2CCCCC3)cc1
4	Cc1cccc(NC(=O)N2CCC(NC(=O)c3ccco3)CC2)c1
5	O=C(C1=NN(c2ccccc2)C2C(=O)N(c3ccccc3)C(=O)C12)c1ccccc1 (centres undefined)
6	O=C(/C=C/c1ccc(OCc2cccc(Cl)c2)cc1)N1CCOCC1
7	O=C(Nc1ncc([N+](=O)[O-])s1)C1CC(=O)N(c2ccc(F)cc2)C1 (centres undefined)
8	COc1ccc(C2CC(c3ccc(C)o3)=NN2C(C)=O)cc1 (centres undefined)
9	CCOc1ccc(NC(=O)c2ccc(NC(=O)c3ccccc3Br)cc2)cc1
10	Fc1cccc2sc(Nc3nc4cc5c(cc4s3)OCCO5)nc12

assay / entry	1	2	3	4	5	6	7	8	9	10
VP16 counter	-15%	1%	-5%	3%	-5%	-11%	?	-9%	.	11µM*
Tb PFK block	3%	-1%	1%	-1%	-1%	-8%	-3%	-1%	0%	0%
BRCA1 expr act	7%	-8%	-30%	11%	-8%	20%	86%	6.3µM*	0%	-25%
NPC1 prom act	-1%	3%	0%	-5%	1%	1%	18%	?	-1%	4µM*
p53 reactivator	1%	8%	-1%	-1%	5%	0%	16%	?	-5%	?
Rab9 promoter act	16%	-1%	-1%	13%	0%	5%	24%	?	-1%	0.71µM*
ELG1 repair inh	16%	-4%	?	-2%	5%	-27%	14%	?	27%	?
FLuc counter	0%	1%	4%	0%	3%	?	?	?	-15%	1.2µM*
TRPV1 ag	0	0	0	-6	?	?	1	1	4	-5
RORg inh	5%	?	-18%	-3%	8%	?	43%	-18%	.	5.6µM*
ELG1 genotox	7%	-1%	-13%	0%	0%	-1%	3%	?	?	1.2µM*

11	COc1ccc(OC)c(Nc2nc(C3CC3)nc3c2nnn3Cc2ccccc2)c1
12	CCOC(=O)C1=C(O)C(=O)N(Cc2ccccc2)C1
13	Cc1ccc(-c2ccc(=O)n(CC(=O)NCCN(CC(C)C)CC(C)C)n2)cc1
14	CCS(=O)(=O)NCCc1ccc(OC)c(OC)c1
15	O=C(Nc1ccccc1C(=O)Nc1cccnc1)c1ccccc1
16	COc1ccc(N2CCN(C(=O)COC(=O)CNC(=O)c3ccc(Cl)cc3Cl)CC2)cc1
17	CCN(CC(=O)Nc1ccc(NC(C)=O)cc1)C(=O)/C=C/c1cn(-c2ccccc2)nc1-c1ccc(C)cc1
18	COCCN(C(=O)CNC(=O)c1ccco1)C(C(=O)NC1CCCC1)c1cccc(OC)c1 (centres undefined)
19	CC(CNC(=O)CN1C(=O)CCSc2ccccc21)c1ccccc1 (centres undefined)
20	CCC(C)N1CC(O)=C(c2nc3ccccc3[nH]2)C1=N (centres undefined)

assay / entry	11	12	13	14	15	16	17	18	19	20
VP16 counter	-4%	-12%&-18%	-1%	0%	-3%	.	-7%	9%	5%	8%
Tb PFK block	0%	1%	-2%	-5%	1%	3%	4%	1%	4%	1%
BRCA1 expr act	-61%	12%	-13%	-6%	1%	-4%	-60%	-8%	-9%	?
NPC1 prom act	-7%	-8%	-1%	-2%	-3%	-2%	-6%	1%	1%	?
p53 reactivator	-6%	1%	-2%	0%	-5%	0%	3%	2%	-2%	24%
Rab9 promoter act	4%	2%	-2%	-1%	3%	0%	-5%	0%	-1%	?
ELG1 repair inh	6%	-5%	3%	-10%	-8%	11%	8.2µM*	16%	-3%	?
FLuc counter	-1%	7%	2%	0%	-19%	-14%	-20%	1%	0%	17µM*
TRPV1 ag	23	-1	12	-4	?	-2	10	-1	3	-1
RORg inh	-1%	31%&-10%	6%	11µM*	?	.	-17%	-15%	31%	0%
ELG1 genotox	0%	-5%	-1%	-6%	-1%	1%	-14%	6%	0%	?

21	O=C(Nc1ncccc1Cl)c1ccc2c(c1)OCCO2
22	O=C(CCC1CCCCC1)Nc1nnc(C(F)(F)F)s1
23	Cc1cc(C)nc(NNS(=O)(=O)c2c(F)cc(F)cc2Br)n1
24	COc1c2ccc(C(=O)NCc3cc(C(F)(F)F)cc(C(F)(F)F)c3)cc2nn1C
25	CCOc1cc(C(=S)N2CCOCC2)ccc1OS(=O)(=O)c1ccccc1[N+](=O)[O-]
26	O=C(c1cc2ccccc2o1)N1CCN(S(=O)(=O)c2c(F)cccc2F)CC1
27	CC(=O)c1ccc(OC(C)C)c(CN2CCCCC2)c1
28	O=C(Cn1c(=O)oc2cccnc21)Nc1ccc(C(F)(F)F)cc1
29	CCN(CC)S(=O)(=O)c1ccc(NC(=O)CSc2nnc(-c3ccc(F)cc3)o2)cc1
30	COc1cc(/C=N/NC(=O)CN(Cc2ccccc2)S(=O)(=O)c2ccc3c(c2)OCCO3)ccc1O

assay / entry	21	22	23	24	25	26	27	28	29	30
VP16 counter	-11%	-11%	.	?	-5%	.	-5%	0%	-2%	-9%
Tb PFK block	-5%	-7%	-6%	-10%	2%	0%	-5%	0%	-6%	-2%
BRCA1 expr act	8.9µM*	0%	-15%	3%	-5%	3%	10%	0%	-2%	-17%
NPC1 prom act	3.2µM*	-3%	.	0%	0%	-1%	1%	-4%	-1%	-1%
p53 reactivator	15%	12%	-2%	-10%	10%	-6%	-5%	-2%	-9%	-5%
Rab9 promoter act	2.5µM*	-2%	.	2%	-2%	1%	-2%	-5%	2%	-5%
ELG1 repair inh	?	?	28%	-5%	?	?	-2%	-5%	-12%	?
FLuc counter	13µM*	-7%	.	0%	3%	4%	-1%	-2%	-2%	-1%
TRPV1 ag	9	1	.	-1	-3	3	1	1	4	-2
RORg inh	-36%	?	.	-12%	20%	.	14%	1%	-34%	?
ELG1 genotox	5.2µM*	-13%	0%	7%	2%	-1%	-1%	3%	-8%	-4%

31	CC(NC(=O)c1cnccn1)c1ccc(S(N)(=O)=O)cc1 (centres undefined)
32	Cc1ccc(N(CC(=O)NC(C)(C)C)C(=O)CS(=O)CC(=O)Nc2ccc(F)cc2)cc1 (centres undefined)
33	CCOC(=O)c1cnc2c(Cl)cccc2c1NCCN(C)C
34	O=C(c1cnc2n(c1=O)CCS2)N1CCN(c2ccccc2F)CC1
35	CCN(CC1COc2ccccc2O1)C(=O)CN1C(=O)NC(C)(c2ccc(C)cc2)C1=O (centres undefined)
36	O=C(CSc1nc2ccccc2c(=O)n1NC(=O)c1ccccc1)c1ccc(Cl)cc1

assay / entry	31	32	33	34	35	36
VP16 counter	-5%	-14%	-2%	-3%	.	-1%
Tb PFK block	-18%	-5%	-3%	-4%	?	1%
BRCA1 expr act	-1%	-10%	13%	5%	-6%	14µM*
NPC1 prom act	3%	0%	-3%	1%	-2%	?
p53 reactivator	-1%	-5%	-10%	3%	0%	7%
Rab9 promoter act	-5%	2%	0%	-3%	-2%	?
ELG1 repair inh	0%	-30%	-10%	19%	?	?
FLuc counter	0%	-2%	-2%	7%	4%	?
TRPV1 ag	3	-4	2	0	2	8
RORg inh	-2%	71%	-32%	-21%	.	7%
ELG1 genotox	1%	0%	2%	-6%	7%	?

Arranged by molecular weight (smallest number first): part of the list above
33	CCOC(=O)c1cnc2c(Cl)cccc2c1NCCN(C)C
36	O=C(CSc1nc2ccccc2c(=O)n1NC(=O)c1ccccc1)c1ccc(Cl)cc1
32	Cc1ccc(N(CC(=O)NC(C)(C)C)C(=O)CS(=O)CC(=O)Nc2ccc(F)cc2)cc1 (centres undefined)

assay / entry	33	36	32
VP16 counter	-2%	-1%	-14%
Tb PFK block	-3%	1%	-5%
BRCA1 expr act	13%	14µM*	-10%
NPC1 prom act	-3%	?	0%
p53 reactivator	-10%	7%	-5%
Rab9 promoter act	0%	?	2%
ELG1 repair inh	-10%	?	-30%
FLuc counter	-2%	?	-2%
TRPV1 ag	2	8	-4
RORg inh	-32%	7%	71%
ELG1 genotox	2%	?	0%
